APJ antag: APJ receptor antagonism; P35414; CHO-K1 APJ beta-arrestin complementation, luminescence; inhibition, % at 20 µM; actives 0.32% (n = 330,000); AID 2521;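 active means inhibition above about 40% at 20 µM, limit read from the data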;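 further: cells challenged with 10 nM apelin-13 agonist together with compound; plate controls were apelin-13 plus DMSO wells for no effect and DMSO wells lacking apelin-13 for full effect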
Target sequence (P35414 whole entry, looked up): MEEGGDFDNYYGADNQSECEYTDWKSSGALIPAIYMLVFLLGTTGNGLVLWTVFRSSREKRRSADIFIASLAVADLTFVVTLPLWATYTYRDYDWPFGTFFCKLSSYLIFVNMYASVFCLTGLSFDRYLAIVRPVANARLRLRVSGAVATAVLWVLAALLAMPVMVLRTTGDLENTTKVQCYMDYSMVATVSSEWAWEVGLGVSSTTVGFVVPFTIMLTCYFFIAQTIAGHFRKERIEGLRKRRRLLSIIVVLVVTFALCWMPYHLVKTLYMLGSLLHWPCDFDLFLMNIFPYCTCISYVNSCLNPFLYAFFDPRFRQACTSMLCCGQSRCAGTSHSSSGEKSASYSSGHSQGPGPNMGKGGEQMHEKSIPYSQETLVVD
tim10-1 inh: tim10-1 yeast growth inhibition | S. cerevisiae tim10-1 ts strain growth, BacTiter-Glo, 24 h | inhibition, % at 20 µM | actives 2.2% (n = 330,000) | AID 463190;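 active means inhibition of at least 40%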;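 further: mutant grown at 25 °C; 0% = DMSO wells with yeast and 100% = wells holding no yeast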
UPR CHOP act: apoptotic UPR (CHOP) activation; CHO-CHOP luciferase reporter, luminescence; percent of tunicamycin response over DMSO baseline; actives 0.34% (n = 330,000); activation, % at 10 µM;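 active means at 10 µM dose, activation of 40% or more, normalized to positive control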;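 further: 100% = tunicamycin at 10 µg/mL and 0% = DMSO alone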
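System: CHO-CHOP luciferase reporter cell line | Buffer or medium: F12 medium containing 10% fetal bovine serum | Doses: One dose, 10 µM in 0.5% DMSO | Times: 6 h compound exposure at 37 °C after overnight seeding | Signal: Luciferase luminescence | Read-out: % activation vs tunicamycin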
UPR XBP1 act: adaptive UPR (XBP1) activation; activation, % at 20 µM; actives 0.33% (n = 330,000); AID 463104; CHO-XBP1 luciferase reporter, IRE1-XBP1 UPR activation, luminescence; percent of tunicamycin response, DMSO as zero;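 active means versus positive control, 20 µM dose yields 30% or more activation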;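 further: 100% = tunicamycin at 10 µg/mL and 0% = DMSO only wells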
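Material: CHO cell line with stable XBP1 luciferase reporter; buffer or medium: F12 medium containing 10% fetal bovine serum; compound: single point, 20 µM final compound, 1% DMSO; incubation: 6 h treatment, 37 °C; measured by: glow luminescence from Steady-Glo reagent; evaluation: activation, % of tunicamycin; control set: tunicamycin high, DMSO low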
Mdm2-MdmX inh: inhibitors of human Mdm2/MdmX interaction; SaOS-2 split-luciferase Mdm2/MdmX complementation, luminescence; actives 3% (n = 330,000); inhibition, % at 8 µM; O15151+Q00987; AID 485346;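 active means inhibition of at least 50% at 8 µM in the primary screen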
APJ agonist: activates the human apelin receptor APJ; P35414; CHO-K1 APJ PathHunter beta-arrestin, luminescence; 0% DMSO wells, 100% apelin; activation, % at 20 µM; actives 0.11% (n = 330,000); AID 2520;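 active means activation more than six SD over the plate average, tested at 20 µM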;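 further: 0% = DMSO alone and 100% = apelin-13 at 10 nM; some results filed as inactive read as strong as hits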
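Incubation: overnight seeding, 90 min compound at 25 °C, 1 h detection; test system: PathHunter CHO-K1 APJ (AGTRL-1) beta-arrestin reporter cells; amount: 1000 cells/well; doses: one dose, 20 µM compound, 1% DMSO; measured by: beta-gal luminescence; measure: agonist-driven arrestin binding to APJ; benchmarks: negative DMSO alone, positive Apelin-13 at 10 nM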
CXCR6 inh: inhibitors of human CXCR6 receptor | O00574 | CHO-K1 PathHunter CXCR6 beta-arrestin, luminescence | inhibition, % at 20 µM | actives 0.36% (n = 360,000) | AID 602244; in the data active means inhibition above about 34%, passing the limit was not always enough;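 further: antagonist mode with CXCL16 agonist at 10 nM final; 0% = 10 nM CXCL16 with DMSO and 100% = unstimulated wells without agonist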
Target sequence (O00574 whole entry, looked up): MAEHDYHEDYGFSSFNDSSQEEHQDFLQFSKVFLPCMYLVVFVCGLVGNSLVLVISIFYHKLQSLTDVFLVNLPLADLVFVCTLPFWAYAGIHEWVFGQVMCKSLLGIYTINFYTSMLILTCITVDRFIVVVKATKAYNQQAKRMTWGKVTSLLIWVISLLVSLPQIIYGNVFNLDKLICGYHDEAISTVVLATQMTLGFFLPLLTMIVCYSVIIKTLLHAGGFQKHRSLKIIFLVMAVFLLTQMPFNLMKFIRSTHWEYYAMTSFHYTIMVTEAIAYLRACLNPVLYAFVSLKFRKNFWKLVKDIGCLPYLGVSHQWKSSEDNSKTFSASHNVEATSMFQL
TIM10 inh: TIM10 yeast growth inhibition. S. cerevisiae TIM10 strain growth, BacTiter-Glo luminescence, 24 h. inhibition, % at 10 µM. actives 1.4% (n = 330,000);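 active means inhibition of 40% or more at the single tested concentration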;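 further: wild-type TIM10 isogenic control strain grown at permissive 25 °C; 0% = DMSO yeast wells and 100% = minimal medium wells without yeast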
tim23-1 inh: tim23-1 yeast growth inhibition; S. cerevisiae tim23-1 growth, BacTiter-Glo luminescence, 24 h; inhibition, % at 20 µM; actives 1.3% (n = 330,000); AID 463212;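 active means growth inhibition of the mutant yeast at or above 50%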;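 further: temperature-sensitive mutant grown at 25 °C; plate controls were DMSO-treated mutant yeast for no effect and medium wells lacking yeast for full effect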
Numbers without * were called inactive; x = not tested or not shown; & = joins results of further samples. These rows are one share of the data; count on the stated rates, not on these rows.

SMILES | APJ antag | tim10-1 inh | UPR CHOP act | UPR XBP1 act | Mdm2-MdmX inh | APJ agonist | CXCR6 inh | TIM10 inh | tim23-1 inh
Cc1ccc(-c2cn(C[C@H]3CC[C@@H]([C@@H]4CC[C@H](Cn5cc(-c6ccc(C)cc6)nn5)O4)O3)nn2)cc1 | 8 | 6 | 0.9 | 0 | 7 | 0 | 10 | 5 | 2
Cc1cc(C(=O)NN=Cc2ccc(-c3ccc(F)cc3)o2)c(C)o1 | 0 | -22 | 0.4 | -1 | 4 | 1 | -16 | 7 | -8
COC(=O)c1cc(NCc2c(F)cccc2Cl)ccc1N1CCOCC1 | -18 | 28 | 0.9 | -1 | 8 | 2 | 2 | 17 | 29
COc1ccc(Nc2cc(C)nc3ncnn23)c(OC)c1 | -53 | 3 | 2.0 | 1 | 8 | 1 | -5 | 2 | 4
O=C(COc1ccc(S(=O)(=O)N2CCOCC2)cc1Cl)N1CCCC1 | 14 | 5 | 0.6 | 0 | 13 | -2 | -2 | 4 | 12
CCOC(=O)C1(Cc2ccccc2Cl)CCN(S(=O)(=O)N(C)C)CC1 | 5 | 12 | 2.3 | 0 | -28 | -3 | 10 | 12 | 26
Nc1nc(SCC(=O)Nc2cccc(S(=O)(=O)N3CCCCCC3)c2)n[nH]1 | -8 | 3 | 0.5 | 2 | 21 | -1 | 2 | -1 | 1
COc1ccccc1CNC(=O)C1CC(c2c(Cl)cccc2Cl)=NO1 (stereo unspecified) | -36 | 13 | 2.0 | 3 | 1 | -7 | 7 | -8 | 34
Cc1ccc(Nc2nc(C)nc3c2oc2ccccc23)cc1 | 6 | 12 | 2.1 | 3 | -14 | -1 | -1 | 29 | 33
O=c1[nH]nc(CNc2ccc(Cl)cc2Cl)c2ccccc12 | -4 | 24 | -0.7 | -1 | 11 | -2 | -3 | 29 | 10
CCOc1ccc(S(=O)(=O)NCCC(=O)N2CC(C)OC(C)C2)cc1 (stereo unspecified) | 11 | 5 | 3.9 | -4 | 17 | -3 | 5 | -6 | 8
COc1ccccc1-c1nnc(NC(=O)OCC(C)C)s1 | 0 | -6 | -2.8 | 0 | -2 | 1 | 1 | -3 | 1

Single records, as listed above:
`Cc1ccc(Nc2nc(C)nc3c2oc2ccccc23)cc1` in the list: APJ antag = 6; tim10-1 inh = 12; UPR CHOP act = 2.1; UPR XBP1 act = 3; Mdm2-MdmX inh = -14; APJ agonist = -1; CXCR6 inh = -1; TIM10 inh = 29; tim23-1 inh = 33
`Cc1ccc(-c2cn(C[C@H]3CC[C@@H]([C@@H]4CC[C@H](Cn5cc(-c6ccc(C)cc6)nn5)O4)O3)nn2)cc1` in the list: APJ antag = 8; tim10-1 inh = 6; UPR CHOP act = 0.9; UPR XBP1 act = 0; Mdm2-MdmX inh = 7; APJ agonist = 0; CXCR6 inh = 10; TIM10 inh = 5; tim23-1 inh = 2

Additional records follow.
SMILES | APJ antag | tim10-1 inh | UPR CHOP act | UPR XBP1 act | Mdm2-MdmX inh | APJ agonist | CXCR6 inh | TIM10 inh | tim23-1 inh
O=C1COc2ccc(C(=O)COC(=O)CCc3ccc(S(=O)(=O)N4CCOCC4)cc3)cc2N1 | 9 | 10 | -5.8 | 2 | 5 | -1 | 4 | 4 | 5
CCN(CC(=O)NCc1cccs1)C(=O)CCOc1ccccc1 | -1 | 16 | -0.5 | 0 | -7 | -6 | 2 | -1 | 14
Cn1c(CC(=O)Nc2ccccc2Cl)nnc1SCC(=O)NC1=NCCS1 | 11 | -20 | -1.1 | 0 | 5 | 0 | -5 | 4 | -2
Cc1c(Cl)c([N+](=O)[O-])nn1CCCC(=O)O | 13 | -13 | 0.0 | 0 | -19 | -3 | -4 | 0 | 20
C=CCOc1cccc(C2/C(=C(/O)c3ccc(Cl)cc3)C(=O)C(=O)N2CCN2CCOCC2)c1 (stereo unspecified) | -3 | 25 | 0.0 | 1 | 10 | -6 | -1 | 0 | 6
Cc1ccc(S(=O)(=O)NCCNS(=O)(=O)c2ccc(C)cc2)cc1 | -2 | 10 | 0.6 | 0 | -18 | 1 | 1 | 7 | 11
CCN(CC)C(=O)C(Oc1ccc(S(=O)(=O)N2CCCC2)cc1[N+](=O)[O-])c1ccccc1 (stereo unspecified) | 2 | 4 | -0.3 | 3 | 12 | 2 | 4 | 10 | 21
O=C(C1=NNCC1c1ccccc1)C1OC1c1ccccc1 (stereo unspecified) | -14 | 31 | 5.8 | -2 | -15 | 3 | 14 | 21 | 35
O=C(NCc1cccnc1)c1cccc(OC2CCN(Cc3ccc(CO)o3)CC2)c1 | 10 | -3 | -1.6 | -2 | 6 | -4 | -7 | -5 | -5
C=CCc1cc(OC)ccc1OCC(O)CN1CCN(c2ccc(OC)cc2)CC1 (stereo unspecified) | 0&-8 | 30&16 | -1.0&-2.7 | 1&0 | 10&20 | -1&-2 | 6&5 | 0&-2 | -35&0
CCNS(=O)(=O)c1ccc(CCC(=O)Nc2ccc3c(c2)OCCO3)cc1 | -15 | -8 | 1.3 | -5 | 5 | -3 | -8 | 6 | -10
C=CCC1(Cl)C(=O)C(Cl)=C(N2CCOCC2)C1(OC)OC (stereo unspecified) | 0 | 21 | -1.6 | -5 | -26 | 3 | 1 | 0 | 2
COc1ccc(NC2CCCN(C(=O)c3ccc4nccnc4c3)C2)cc1OC (stereo unspecified) | -17 | -3 | 0.9 | -1 | -5 | 12 | -9 | 7 | -1
CN(CC(=O)Nc1ccc(Cl)c(Cl)c1)CC(=O)Nc1ccc2c(c1)OCO2 | 5 | 3 | 2.2 | 0 | 2 | 0 | -14 | 18 | 1
COc1ccc(OCC(=O)Nc2nnc(S(=O)(=O)N3CCCCCC3)s2)cc1 | 2 | -1 | 0.6 | -2 | 19 | -1 | -3 | 0 | 1
CCCCCCN(C(=O)CCCN1C(=O)NC(c2ccc(-c3ccccc3)cc2)C(C(=O)OCc2ccccc2)=C1C)C(C)C(=O)NCCCC (stereo unspecified) | x | 14 | 7.4 | 3 | 50 | x | 16 | -1 | 23
Cc1ccc(C)c(NC(=O)C2CC(Cl)=CCC2C(=O)O)c1 (stereo unspecified) | -13 | -1 | 2.5 | 0 | -7 | 4 | 0 | 3 | 14
CC1(C)NC(=O)N(CC(=O)Nc2ccc(-n3cnnn3)cc2)C1=O | -11 | 2 | -0.3 | -1 | 12 | 0 | -6 | 5 | -6
CC(C)CNC(=O)COC(=O)/C=C/c1ccco1 | -12 | 19 | 0.9 | 1 | -12 | -4 | 8 | -8 | 5
CC(C)CC(=O)N1CCN(S(C)(=O)=O)CC1 | 8 | 13 | -1.1 | 15 | -14 | 3 | -3 | -4 | 10
COc1ccc(-c2nnc(SCc3nc4ccccc4c(=O)[nH]3)o2)cc1 | -1 | -12 | 0.9 | 1 | 73* | 6 | 5 | -11 | -20
Cc1ccc(/C=N/Nc2cccc3cccnc23)c(O)c1 | -17 | 35 | 3.4 | 9 | -223 | -2 | 7 | 8 | 15
Cc1ccc(S(=O)(=O)NCC(=O)NCC(=O)N(C)Cc2ccc3ccccc3c2)cc1C | -5 | 9 | -1.2 | -2 | 2 | -4 | -7 | 13 | 12
COc1cc(/C=C/C(=O)OCC(=O)N2CCOCC2)ccc1OCC#N | 3 | 6 | -1.5 | 4 | 15 | 0 | -14 | 0 | 6
Cc1ccc(OCCN2CCN(C(=O)CCC(=O)Nc3nnc(C)s3)CC2)cc1 | 13 | 10 | 0.3 | 0 | -17 | 3 | 2 | 14 | 14
COc1ccc(NC(=O)C(=O)NCCCn2ccnc2)cc1 | 2 | 5 | -1.4 | -1 | 12 | -1 | 3 | -21 | 8
CCc1ccc(C(C)NC(=O)Cc2ccc(F)cc2)cc1 (stereo unspecified) | -6 | -26 | -1.4 | 2 | -15 | 0 | 4 | 7 | 4
Cc1cc2n(n1)C(c1ccco1)Nc1ccccc1-2 (stereo unspecified) | 6 | 15 | -2.1 | 8 | 12 | -2 | -4 | 7 | 21
COC(=O)C1CCN(C(=O)c2c(-c3ccccc3Cl)noc2C)CC1 | 6 | 18 | 1.5 | 0 | -6 | -2 | 1 | -14 | 9
O=c1cc(CN2CCN(Cc3ccccc3)CC2)c2cc3c(cc2o1)CCC3 | 13 | 20 | 0.0 | -3 | -1 | 0 | -3 | 13 | -4
O=c1cc(COc2ncnc3ccccc23)nc2sccn12 | -11 | -9 | -0.5 | 1 | -23 | -2 | -3 | -20 | -6
Cc1nc2nc(SCC(=O)NCCCN3CCCCCC3)nn2c(C)c1Cc1ccccc1Cl | 2 | 13 | 1.2 | -3 | 20 | -4 | 5 | -4 | -20
O=C(CCN1CCc2ccccc2C1)Nc1ccc(F)c(F)c1 | -10 | 6 | 0.6 | -1 | -19 | -6 | -19 | 0 | 6
Cc1ccc(OCCn2c(NC(=O)c3ccco3)nc3ccccc32)cc1 | 13 | -34 | 0.5 | 3 | 42 | -1 | 39* | -4 | -2
Cc1ccc(Cl)cc1NC(=S)N1CCC(c2ccccc2)C1 (stereo unspecified) | 6 | 37 | 0.9 | -4 | -14 | -4 | 4 | 52* | 14
O=C(O)c1ccc(NC(=O)C2C3CCC(C3)C2C(=O)O)cc1 (stereo unspecified) | 20 | -11 | -1.8 | 4 | -6 | 2 | -5 | 2 | 1

Limited to UPR XBP1 act, APJ antag and CXCR6 inh (3 entries from above):
Compound | UPR XBP1 act | APJ antag | CXCR6 inh
Cc1ccc(Nc2nc(C)nc3c2oc2ccccc23)cc1 | 3 | 6 | -1
O=c1[nH]nc(CNc2ccc(Cl)cc2Cl)c2ccccc12 | -1 | -4 | -3
CCOc1ccc(S(=O)(=O)NCCC(=O)N2CC(C)OC(C)C2)cc1 (stereo unspecified) | -4 | 11 | 5

Additional records follow:
SMILES | APJ antag | tim10-1 inh | UPR CHOP act | UPR XBP1 act | Mdm2-MdmX inh | APJ agonist | CXCR6 inh | TIM10 inh | tim23-1 inh
O=C1NC2(CCCCC2)N=C1c1ccccc1 | -7 | 10 | 0.4 | 2 | 5 | -4 | -1 | 2 | 16
CCOC(=O)Cc1csc(NC(=O)c2ccc(Cl)nc2)n1 | 21 | -15 | -1.4 | -1 | 26 | -1 | 10 | -3 | -15
COc1ccc(NC(=O)CN2C(=O)COc3ccc(S(=O)(=O)N4CCCCCC4)cc32)cc1 | -14 | -11 | -2.1 | -4 | 20 | -4 | 9 | -11 | 5
O=C(Nc1nnc(S(=O)(=O)N2CCOCC2)s1)c1ccc(Cl)cc1 | 0 | 4 | 0.6 | 0 | 17 | -3 | -1 | 5 | -7

Quoted from the listing.
For TIM10 inh, O=C1NC2(CCCCC2)N=C1c1ccccc1 is entered as 2
For tim23-1 inh, COc1ccc(NC(=O)CN2C(=O)COc3ccc(S(=O)(=O)N4CCCCCC4)cc32)cc1 is entered as 5

From PubChem BioAssay
